# Screening results from PubChem BioAssay.
# Sm TGR block: qHTS Assay for the Inhibitors of Schistosoma Mansoni Peroxiredoxins; hit rate 3% among 360,000; AID 485364, 2010; purified TGR, DTNB reduction, TNB absorbance 405 nm; Potency, µM (titrated, usually from 114 µM), without a hit: top-dose activity change, negative = inhibition, hits mostly inhibitors; also: nearly all actives have a fitted effect of over 60% in size
#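 TGR 20 nM + NADPH 100 uM (dispensed conc.), cpd preinc 15 min RT; start with NADPH (500 uM addition) then DTNB (15 mM addition). Kinetic TNB absorbance, 405 nm filter. Four-parameter Hill fit across titration.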
# LmPK inhibitor: qHTS Assay for Inhibitors of Leishmania Mexicana Pyruvate Kinase (LmPK) | Potency, µM (top dose mostly 57.5 µM), without a hit: at the highest dose activity change, negative = inhibition, actives largely listed as inhibitors | Q27686 | hit rate 0.37% among 290,000 | purified LmPK, Kinase-Glo ATP luminescence, 1 h
# Target sequence (Q27686 whole entry, looked up): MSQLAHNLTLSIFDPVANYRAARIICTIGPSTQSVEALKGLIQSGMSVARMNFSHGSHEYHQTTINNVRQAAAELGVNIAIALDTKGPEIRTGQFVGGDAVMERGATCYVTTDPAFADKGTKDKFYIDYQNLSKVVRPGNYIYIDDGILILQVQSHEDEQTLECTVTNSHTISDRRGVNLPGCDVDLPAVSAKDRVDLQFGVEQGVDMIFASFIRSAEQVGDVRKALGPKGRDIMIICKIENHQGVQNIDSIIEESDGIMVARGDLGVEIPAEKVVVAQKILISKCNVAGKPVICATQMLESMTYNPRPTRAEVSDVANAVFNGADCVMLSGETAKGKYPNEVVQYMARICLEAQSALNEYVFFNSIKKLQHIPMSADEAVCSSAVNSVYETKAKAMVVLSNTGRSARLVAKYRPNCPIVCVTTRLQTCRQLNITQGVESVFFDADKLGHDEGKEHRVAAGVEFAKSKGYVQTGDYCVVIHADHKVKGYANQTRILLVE
#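 0.1 nM LmPK, 0.5 mM PEP, 0.1 mM ADP; 50 mM imidazole pH 7.2, 7 mM MgCl2, 50 mM KCl; 1 h RT. Kinase-Glo luminescence readout, normalized to no-enzyme (full inhibition) and uninhibited wells.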
# Pf growth 48h: Primary qHTS for delayed death inhibitors of the malarial parasite plastid, 48 hour incubation; Potency, µM (highest dose often 28.7 µM), for the others: at the highest dose activity change, negative = inhibition, hits mostly inhibitors; hit rate 5.9% among 310,000; AID 504832, 2011; P. falciparum luciferase growth in erythrocytes, 48 h
#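 Luciferase-expressing P. falciparum in infected erythrocytes (2% hematocrit, 0.1% parasitemia final) in RPMI 1640/0.5% Albumax were exposed to compound for 48 hours at 37 C, 5% CO2; growth read as luminescence.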
# HCV inhibitor: qHTS Assay for Inhibitors of Hepatitis C Virus (HCV) | Huh7.5.1 HCVcc-Cre infection, luciferase reporter, 44 h | Potency, µM (titrated, usually from 41.8 µM), for the others: top-dose activity change, negative = inhibition, actives largely listed as inhibitors | hit rate 3.4% among 340,000
#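 Luciferase read-out (15 sec integration) after a 15 min room-temperature substrate step quantifies HCVcc-Cre infection. Cells, 1,000 per well, had compound added 4 h post-plating, then virus at ~0.5 moi, and were cultured 44 h.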
# TbPYK inhibitor: qHTS of Trypanosoma Brucei Inhibitors; pyruvate kinase (Trypanosoma brucei), Q57TT1; TbPYK enzyme, Kinase-Glo Plus ATP luminescence, 45 min; Potency, µM (doses to about 76.8 µM), without a hit: top-dose activity, negative = inhibition, most hits filed as inhibitors; hit rate 0.12% among 410,000; also: nearly all actives have a fitted effect of over 50% in size
#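 In this concentration-response screen, enzyme-free wells defined baseline while DMSO plates tracked drift. Each reaction combined TbPYK, substrate, compound and 130 uM ADP for 45 min at room temperature. Kinase-Glo Plus luminescence gave the signal.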
# Pf growth 96h: Primary qHTS for delayed death inhibitors of the malarial parasite plastid, 96 hour incubation. P. falciparum luciferase reporter growth, 96 h. Potency, µM (highest dose often 28.7 µM), inactives show at the highest dose activity change, negative = inhibition, usual class: inhibitors. hit rate 6.9% among 320,000. AID 504834, 2011
#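 Delayed-death screen, second-generation endpoint: infected erythrocytes, 2% hematocrit, 0.05% parasitemia final; 96 hours at 37 C, 5% CO2; luciferase detection reagent; luminescence decrease equals reduced growth.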
# * marks the source's active call; other numbers are inactive results; ? = inconclusive; . = not tested or not shown; & = joins results of further samples; [ ] = another dose, or the depositor's remark. Calls follow the shape of the dose curve; as a rule, active = well fitted curve in the direction sought with a large enough effect; inconclusive = small, poorly fitted or top-dose-only effect, or another doubt; inactive = no such curve, though single readings can be large; an effect the other way counts as inactive or inconclusive. % is scaled to controls: 0 for no effect and ±100 for the full control effect; potency is read from the fitted curve at half-maximal effect. This is a random part of the collection; 16% or so of the library scored in one or more.
# Keys: A = Sm TGR block; B = LmPK inhibitor; C = Pf growth 48h; D = HCV inhibitor; E = TbPYK inhibitor; F = Pf growth 96h
COc1ccc(Cc2nnc(SCC(=O)N(c3ccccc3)C(C)C)n(N)c2=O)cc1
  A: -11%; B: .; C: ?; D: -11%; E: 1%; F: ?
COC(=O)c1c(NC(=O)CSc2nnc(CNc3ccc(Cl)cc3)o2)sc(C)c1C
  A: -16%; B: 4%; C: -1%; D: ?; E: -3%; F: .
COc1cc(C(=O)N/C(=C\c2cn(C)c3ccccc23)C(=O)NCCN2CCOCC2)cc(OC)c1OC
  A: -21%; B: 10%; C: 0%; D: 11%; E: 5%; F: 21%
Cc1ccc2nc(NC(=O)CN3C(=O)NC4(CCCCC4)C3=O)sc2c1
  A: -3%; B: .; C: -2%; D: ?; E: -8%; F: 8%
O=C(Nc1ccc(Cl)c(C(=O)N2CCOCC2)c1)c1ccccc1
  A: -2%; B: -1%; C: ?; D: ?; E: 0%; F: 3%
COc1ccc2nc(Nc3sc4c(c3C(N)=O)CCCC4)sc2c1
  A: 13µM*; B: -27%; C: -19%; D: 0%; E: 2.8µM*; F: ?
COc1ccc(S(=O)(=O)N(C)C)cc1NC(=O)CSc1nnc(-c2cccnc2)o1
  A: -2%; B: 0%; C: 10%; D: 7%; E: -3%; F: 2%
O=C(NCCCNC(=O)c1ccccn1)c1ccc(Br)cc1
  A: 7%; B: 7%; C: -14%; D: 2%; E: 16%; F: 36%[activator]
Cc1cccc(OCC(=O)OC(C)C(=O)Nc2ccc(Cl)cn2)c1 (stereo unspecified)
  A: 2%; B: .; C: -9%; D: -5%; E: 2%; F: 22%
CCc1noc(C)c1C(=O)N1CCCC(N2CCN(c3ccccc3F)CC2)C1 (stereo unspecified)
  A: -32%; B: -7%; C: -24%; D: 1%; E: -1%; F: ?
COc1cc(C(=O)NNC(=O)c2ccccc2Br)ccc1OCC(=O)N1CCOCC1
  A: -2%; B: .; C: -3%; D: 13%; E: 0%; F: 18%
Cc1cccc(C(=O)Nc2ccccc2SCC2CSc3nc4ccccc4c(=O)n32)c1 (stereo unspecified)
  A: 0%; B: 2%; C: ?; D: -13%; E: -4%; F: -26%
COc1ccc(Cl)cc1NS(=O)(=O)c1ccc(OC)c(OC)c1
  A: 7%; B: 3%; C: -11%; D: 7%; E: 6%; F: 1%
Cc1ccc(C(=O)N/N=C\c2ccncc2)s1
  A: 9%; B: -8%; C: 47%[activator]; D: -3%; E: 0%; F: ?
COc1ccc(/C=C2\SC(=O)N(CCNC(=O)Cc3coc4cc(OC)ccc34)C2=O)cc1
  A: -12%; B: 0%; C: ?; D: ?; E: 4%; F: ?
CC(c1ccccc1)n1cnc2ccccc2c1=O (stereo unspecified)
  A: -5%; B: -14%; C: -17%; D: 10%; E: -16%; F: -102%
Cc1ccc(C)c(Sc2ccc(NC(=O)CCl)cc2)c1
  A: ?; B: 2%; C: ?; D: ?; E: 6%; F: ?
COc1ccc2nc(N3C(=O)CC(Cc4ccc(Cl)cc4)C3=O)sc2c1 (stereo unspecified)
  A: 15%; B: 7%; C: ?; D: 18%; E: 6%; F: 3%
CSc1ccc(C2C(C(=O)c3ccco3)=C(O)C(=O)N2c2nnc(SC)s2)cc1 (stereo unspecified)
  A: -27%; B: 10%; C: 65%[activator]; D: 5%; E: -28%; F: 77%[activator]
Cc1ccccc1C(=O)Nc1cccc(-c2cn3ccccc3n2)c1
  A: .; B: -1%; C: -2%; D: 14µM*; E: -7%; F: -58%[1.15 µM]
CCOc1ccccc1-n1c(CN2CCN(C(=O)c3ccco3)CC2)nc2ccccc2c1=O
  A: 25µM*; B: -3%; C: ?; D: 1%; E: 0%; F: ?
COc1cccc(C2C(C(N)=O)=C(C)Nc3nc(-c4ccccc4Cl)nn32)c1 (stereo unspecified)
  A: -27%; B: 3%; C: 15%; D: -24%&10%; E: -6%; F: ?
Cc1ccc(S(=O)(=O)Nc2ccc(NC(=O)c3c(F)c(F)c(F)c(F)c3F)cc2)cc1
  A: 3%; B: 7%; C: ?; D: 13µM*; E: -5%; F: 9%
Cc1c(C(=O)NCC2CCCO2)oc2ccc(S(=O)(=O)N3CC(C)CC(C)C3)cc12 (stereo unspecified)
  A: 2%; B: 11%; C: .; D: 8%; E: -4%; F: 126%[activator]
COc1ccc(/C(C)=N/NC(=O)c2ccncc2)cc1[N+](=O)[O-]
  A: -1%; B: 5%; C: 54%[activator]; D: 19%; E: 2%; F: 26%
Cn1c(=O)oc2cc(S(=O)(=O)N3CCCC3)ccc21
  A: 0%; B: 12%; C: .; D: 14%; E: -5%; F: ?
CC(CCc1ccccc1)NC(=O)CN1CCN(c2ccc(O)cc2)CC1 (stereo unspecified)
  A: ?; B: -7%; C: ?; D: -29%; E: ?; F: ?
Cc1ccccc1-c1nc2ccccc2[nH]1
  A: -22%; B: -17%; C: 404%[activator]; D: -8%; E: -3%; F: 40%[activator]
COc1cc(CN(CCc2c(C)[nH]c3ccc(C)cc23)C(=S)NC(C)(C)C)cc(OC)c1OC
  A: -6%; B: 1%; C: ?; D: ?; E: 0%; F: 2.6µM*
O=C(NCCc1ccccc1)C1CCN(S(=O)(=O)c2ccc(Br)s2)CC1
  A: 6%; B: 1%; C: ?; D: 6%; E: 0%; F: ?
CC(=O)C1C(=O)c2c(cccc2[N+](=O)[O-])C1=Nc1ccccc1C (stereo unspecified)
  A: 0%; B: 1%; C: .; D: .; E: .; F: 0.0037µM*
CN(C(=O)CSc1nnc(-c2ccc(F)cc2)c2ccccc12)C1CCS(=O)(=O)C1 (stereo unspecified)
  A: 74%[activator]; B: 1%; C: -20%; D: -19%; E: -6%; F: -26%
CCc1cc(=O)oc2c(C)c(OCC(=O)NCC3CCC(C(=O)O)CC3)ccc12 (stereo unspecified)
  A: 5%; B: 6%; C: -7%; D: -8%; E: 6%; F: ?
C/C(=C/C=N/Nc1nc(N2CCCCC2)nc(N2CCCCC2)n1)c1ccccc1
  A: 10%; B: 1%; C: 30%[activator]; D: -5%; E: -7%; F: 90%[activator]
O=C1CCC(C(=O)OCc2cc(Cl)ccc2OC(F)F)N1 (stereo unspecified)
  A: 0%; B: 0%; C: 25%; D: 17%; E: -9%; F: ?
CCOC(=O)c1c(C)[nH]c(C(=O)OCC(=O)Nc2sc(C(=O)N(C)C)c(C)c2C(=O)OCC)c1C
  A: -14%; B: .; C: ?; D: ?; E: -7%; F: ?
CCOc1ccc2[nH]c(C)c(CN3CCN(C)CC3)c(=O)c2c1
  A: 2%; B: -13%; C: .; D: -3%; E: .; F: -27%
COc1cc(S(=O)(=O)N2CCN(C(=O)c3ccco3)CC2)c(OC)cc1C
  A: 0%; B: 2%; C: -17%; D: 14%; E: 4%; F: 0%
COc1ccccc1NC(=O)c1ccc2nc(C)sc2c1
  A: -31%; B: -2%; C: -26%; D: -4%; E: -14%; F: ?
COc1ccccc1NC(=O)c1ccc(NC(=O)CNC(=O)c2ccc(OC)c(OC)c2)cc1
  A: -12%; B: 1%; C: ?; D: -26%; E: -3%; F: ?
Cc1cc(NC(=O)c2ccc(Cl)cc2)c(C(C)C)cc1O
  A: 12%; B: 1%; C: 33%[activator]; D: 3%; E: .; F: ?
CCCCSc1[nH]c(=O)c(C(=O)OCC)cc1C#N
  A: 3%; B: 5%; C: 14%; D: 3%; E: 7%; F: .
FC(F)(F)c1ccc2c(c1)C1C=CCC1C(c1ccncc1)N2 (stereo unspecified)
  A: -25%; B: -11%; C: ?; D: ?; E: -19%; F: -26%
CCOC(=O)Cc1csc(NC(=O)c2ccncc2)n1
  A: 6%; B: -3%; C: 31%[activator]; D: 2%; E: -15%; F: 34%[activator]
CCC(CC)C(=O)Nc1cccc(C(=O)NCCc2ccccc2)c1
  A: .; B: 0%; C: 12%; D: -10%; E: 7%; F: 15%
CSc1nnc(-c2ccc(S(=O)(=O)N3CCCCC3)cc2)o1
  A: 3%; B: -1%; C: -9%; D: 3%; E: -1%; F: -10%
O=C1/C(=C/c2cccc(F)c2)SC(=S)N1NS(=O)(=O)c1ccccc1
  A: -1%; B: -2%; C: 12%; D: 11%; E: ?; F: 68%[activator]
O=C(Oc1ccc(Br)cc1)c1n[nH]c(=O)c2ccccc12
  A: -1%; B: -2%; C: -4%; D: -2%; E: -7%; F: -23%
CCOC(=O)c1sc2nc(-c3ccccc3)ccc2c1N
  A: -4%; B: 0%; C: 85%[activator]; D: 9%; E: -5%; F: -1%
CSCC[C@@H](C(=O)Nc1ccc2c(c1)OCCO2)N1Cc2ccccc2C1=O
  A: 5%; B: 3%; C: .; D: 1%; E: -2%; F: ?
COc1ccc(N2CCN(C(=O)c3ccc(OCC4CCCO4)cc3)CC2)cc1 (stereo unspecified)
  A: 5%; B: 0%; C: 0%; D: 15%; E: 6%; F: 9%
N#Cc1ccc(NC(=O)C2CC(c3ccc(F)cc3)=NO2)cc1 (stereo unspecified)
  A: 5%; B: 4%; C: ?; D: 1%; E: 4%; F: ?
O=C1CCCc2nc(N3CCCCC3)sc21
  A: 8%; B: -3%; C: 50%[activator]; D: -13%; E: -8%; F: -20%
Cn1cnnc1SCC(=O)N(Cc1ccc2c(c1)OCO2)C1(C(=O)NC2CCCCC2)CCCC1
  A: 0%; B: 2%; C: -20%; D: -15%; E: 1%; F: .
CSC1=NC(NCCCO)c2c(sc3c2CC(C)(C)OC3)N1 (stereo unspecified)
  A: -15%; B: 0%; C: ?; D: -25%; E: -13%; F: 9.3µM*
COc1cc(OC)cc(C(=O)NC2CCN(Cc3nnnn3Cc3ccc(F)cc3)CC2)c1
  A: 10%; B: 4%; C: ?; D: -24%; E: 4%; F: 32%[activator]
O=S(=O)(Nc1cc(F)ccc1F)c1cccc2nsnc12
  A: -12%; B: 2%; C: 4%; D: 5%; E: 5%; F: ?
COC(=O)CNC(=O)CSc1nc2c(sc(=S)n2-c2ccccc2)c(=O)[nH]1
  A: -9%; B: -1%; C: 12%; D: -3%; E: -4%; F: 21%
CCC1CCCCN1C(=O)COC(=O)c1cc(Br)ccc1Cl (stereo unspecified)
  A: 1%; B: 1%; C: -4%; D: 3%; E: 2%; F: 3%
O=C1c2ccccc2N2C(=O)c3ccccc3[C@H]2N1c1ccccc1
  A: -1%; B: 2%; C: .; D: -26%; E: 0%; F: ?
Cc1ccc(OCC(=O)N/N=C/c2cc([N+](=O)[O-])ccc2N2CCCCC2)cc1
  A: -3%; B: 1%; C: 0%; D: ?; E: 4%; F: -7%
